p53 reactivator – re-activators of mutant p53. H1299 p53-A138V BP100-luciferase reporter, luminescence, 24 h. Potency, µM (top dose mostly 92.2 µM), for the others: at the top dose activity change, positive = activation, usual class: activators. 0.063% of 320,000 active. AID 504706; further: potency means the concentration at half of the fitted maximal effect; % of control where 0% means no effect; nearly all actives have a fitted effect of over 45% in size
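p53-null H1299 cells stably carrying temperature-sensitive p53-A138V and a BP100-luciferase reporter were pinned with compounds (4-point, 1:5 series) and held 24 hrs at 37 deg C. Luminescence was read 10 min after detection reagent.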
Rab9 promoter act – activators of Rab9 promoter; Huh7 Rab9 promoter-luciferase reporter, luminescence, 24 h; AID 485297; Potency, µM (titrated, usually from 9.22 µM), for the others: at the top dose activation, negative = inhibition, actives largely listed as activators; 2.8% of 320,000 active; further: potency means the concentration at half of the fitted maximal effect; % of control where 0% means no effect; nearly all actives have a fitted effect of over 60% in size
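Huh7 cells stably carrying a Rab9 promoter-luciferase reporter, 1500 cells per well in OP-MEM I with 10% FBS, treated with compound 24 hours at 37C. Luciferase activity read by luminescence after 10 minutes with Amplite reagent.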
NPC1 promoter act – activators of NPC1 promoter | Huh7 NPC1 promoter luciferase reporter, 24 h | Potency, µM (titrated, usually from 9.22 µM), without a hit: top-dose activation, most hits filed as activators | 2.4% of 320,000 active;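 further: potency means the concentration at half of the fitted maximal effect; % of control where 0% means no effect; nearly all actives have a fitted effect of over 60% in size; reporter is driven by a mutant NPC1 promoter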
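Luciferase expression driven by the NPC1 promoter was measured in stably transfected Huh7 cells after a 24 h compound incubation, using a luciferase reagent and a luminescence read.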
ELG1 genotox – genotoxicity induction in ELG1-luciferase HEK293T cells. HEK293T ELG1-luciferase reporter, luminescence, 16 h. Potency, µM (titrated, usually from 46 µM), without a hit: at the top dose activity change, positive = activation, actives largely listed as activators. 1.3% of 330,000 active; further: potency means the concentration at half of the fitted maximal effect; % of control where 0% means no effect; nearly all actives have a fitted effect of over 60% in size
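HEK293T cells expressing luciferase-tagged ELG1 were treated with compound or DMSO for 16 hr at 37°C. Luciferase activity was then read after 30 min with ONE-Glo at room temperature; rising signal flags genetic stress.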
VP16 counter – inhibits Gal4-VP16 luciferase reporter, ROR gamma counter-screen; Drosophila S2 Gal4-VP16 UAS-luciferase, luminescence, 20 h; Potency, µM (titrated, usually from 53.6 µM), for the others: at the top dose activity, negative = inhibition, most hits filed as inhibitors; 3.5% of 310,000 active; AID 2546;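 further: Gal4-VP16 expression switched on by copper sulfate through the metallothionein promoter; potency means the concentration at half of the fitted maximal effect; on the % scale 0 is the no-effect control and ±100 the full control effect; nearly all actives have a fitted effect of over 50% in size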
TRPV1 ag – agonists of human vanilloid receptor 1 (TRPV1); Q8NER1; TRPV1-expressing cells, Fluo-8 calcium influx, agonist mode; activation, % at 8.33 µM; 0.19% of 320,000 active; AID 540275; in the data active means activation above about 80%; inconclusive means between about 30% and that limit; further: 0% is about no effect
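Fluo-8 calcium influx in TRPV1-expressing cells, kinetic read (ex 480/em 520 nm). Compound added and read 3 min for agonist activity, followed by capsaicin at EC20 final and 2 min further read for enhancement.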
FLuc counter – inhibits or activates purified firefly luciferase, miR-21 counter-screen | 6.9% of 360,000 active | AID 588342 | Potency, µM (top dose mostly 57.5 µM), for inactives: top-dose activity change, negative = inhibition, most hits filed as inhibitors | P08659 | purified FLuc, Km substrates, luminescence inhibition;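 further: potency means the concentration at half of the fitted maximal effect; plate controls were vehicle for no effect and reference inhibitor for full effect; nearly all actives have a fitted effect of over 55% in size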
Target sequence (P08659 whole entry, looked up): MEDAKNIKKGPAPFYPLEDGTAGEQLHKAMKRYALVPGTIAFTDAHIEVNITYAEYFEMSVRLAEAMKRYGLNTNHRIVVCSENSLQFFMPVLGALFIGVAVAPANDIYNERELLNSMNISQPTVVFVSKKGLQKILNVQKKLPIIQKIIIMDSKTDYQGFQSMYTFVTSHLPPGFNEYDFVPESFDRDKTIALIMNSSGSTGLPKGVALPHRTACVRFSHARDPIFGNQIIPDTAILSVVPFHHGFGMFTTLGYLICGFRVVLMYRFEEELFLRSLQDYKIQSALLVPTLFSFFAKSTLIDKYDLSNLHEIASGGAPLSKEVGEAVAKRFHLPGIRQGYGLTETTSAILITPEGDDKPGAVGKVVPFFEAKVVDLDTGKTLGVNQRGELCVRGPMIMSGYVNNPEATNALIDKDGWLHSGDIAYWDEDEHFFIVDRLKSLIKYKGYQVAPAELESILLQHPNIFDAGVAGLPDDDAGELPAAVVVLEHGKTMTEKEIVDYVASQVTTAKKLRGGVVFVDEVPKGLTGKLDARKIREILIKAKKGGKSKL
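Purified P. pyralis luciferase (10nM final) with 10uM D-luciferin and 10uM ATP (Km levels) in 50mM Tris acetate pH 7.5, 10mM Mg acetate, 0.01% Tween-20, 0.05% BSA; qHTS 6-point titration, ~60 µM downward; luminescence read.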
RORg inh – ROR gamma (mouse) transcription inhibition; Drosophila S2 Gal4-RORgamma UAS-luciferase reporter, 20 h; P51450; 5.4% of 310,000 active; Potency, µM (titrated, usually from 53.6 µM), for inactives: top-dose activity change, negative = inhibition, actives largely listed as inhibitors; further: potency means the concentration at half of the fitted maximal effect; on the % scale 0 is the no-effect control and ±100 the full control effect; nearly all actives have a fitted effect of over 60% in size
Target sequence (P51450 whole entry, looked up, the tested form may be a part): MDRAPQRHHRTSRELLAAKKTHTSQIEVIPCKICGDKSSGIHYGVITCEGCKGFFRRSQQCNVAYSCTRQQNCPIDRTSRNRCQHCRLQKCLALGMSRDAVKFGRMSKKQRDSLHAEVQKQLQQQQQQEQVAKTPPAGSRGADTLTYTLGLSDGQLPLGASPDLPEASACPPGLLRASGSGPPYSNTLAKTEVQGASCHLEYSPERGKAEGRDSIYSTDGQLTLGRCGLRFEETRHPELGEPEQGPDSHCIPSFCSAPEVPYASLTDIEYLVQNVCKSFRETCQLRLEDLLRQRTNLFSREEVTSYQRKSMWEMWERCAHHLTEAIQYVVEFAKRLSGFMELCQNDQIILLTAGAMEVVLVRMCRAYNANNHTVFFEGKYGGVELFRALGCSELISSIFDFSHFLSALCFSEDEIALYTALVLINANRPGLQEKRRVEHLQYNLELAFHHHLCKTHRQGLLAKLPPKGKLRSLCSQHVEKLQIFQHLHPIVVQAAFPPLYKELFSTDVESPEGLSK
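Stable Schneider cell line, Gal4 DNA-binding domain fused to ROR gamma, UAS-luciferase. Cmpd 1 hr RT → CuSO4 700 uM final → 20 hr RT → luciferase reagent 10 min → luminescence.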
BRCA1 expr up – BRCA1 expression activation. MCF7-BRCA1-FFLuc reporter, luminescence, 48 h; response scale: scaled: vehicle 0%, 10 µM genistein 100%. Potency, µM (series often up to 46.1 µM), inactives show at the top dose activation, hits mostly activators. 1.1% of 380,000 active. AID 624202; further: potency means the concentration at half of the fitted maximal effect; nearly all actives have a fitted effect of over 80% in size; some results filed as inactive show a strong effect at the top dose
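Luminescence from a BRCA1-driven firefly luciferase in MCF7 cells was read after 48 h compound exposure at 37 C. Data normalized against DMSO and a 10microM genistein activation control, then curve-fitted across the titration.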
Tb PFK inh – inhibitors of T. brucei phosphofructokinase; O15648; Potency, µM (top dose mostly 57.5 µM), for the others: at the highest dose activity, negative = inhibition, hits mostly inhibitors; 0.17% of 330,000 active; T. brucei PFK, ADP-Glo luminescence; AID 485367;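 further: potency means the concentration at half of the fitted maximal effect; 0% = uninhibited 1x PFK enzyme wells and -100% = no-enzyme wells; nearly all actives have a fitted effect of over 60% in size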
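Compounds were pin-transferred as a titration series up to 57 uM into substrate buffer (0.5 mM F6P, 0.1 mM ATP, pH 8.0), then 1.25 nM PFK was added and reactions ran 45 min before ADP-Glo detection.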
ELG1 repair inh – inhibitors of ELG1-dependent DNA repair in HEK293T cells; Potency, µM (titrated, usually from 46.1 µM), without a hit: at the top dose activity change, negative = inhibition, usual class: inhibitors; 2.3% of 330,000 active; HEK293T ELG1-luciferase reporter, luminescence, 16 h; DNA damage induced by 5-fluorouridine; further: potency means the concentration at half of the fitted maximal effect; on the % scale 0 is the no-effect control and ±100 the full control effect; nearly all actives have a fitted effect of over 55% in size
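Step one: seed 2,000 cells per well. Step two: pin-transfer compound or DMSO alongside 5-fluorouridine. Step three: incubate 16 hr, 37 °C, 5% CO2. Step four: add ONE-Glo, wait 30 min, read luminescence.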
Starred values were filed as active, the others as inactive; u = inconclusive; x = not tested or not shown; & = joins results of further samples; [ ] = another dose, or the depositor's remark. Unless noted, the call rests on the fitted dose curve; in most records, active means well fitted curve in the direction sought with a large enough effect; inconclusive means small, poorly fitted or top-dose-only effect, or another doubt; inactive means no such curve, though single readings can be large; an effect the other way counts as inactive or inconclusive.

SMILES | p53 reactivator | Rab9 promoter act | NPC1 promoter act | ELG1 genotox | VP16 counter | TRPV1 ag | FLuc counter | RORg inh | BRCA1 expr up | Tb PFK inh | ELG1 repair inh
CCOc1ccc2nc(NC(=O)Nc3cccs3)sc2c1 | u | 1.6µM* | u | 2.6µM* | -1% | 6 | 0.76µM* | -33% | u | -2% | u
CC(Oc1ccc2oc(-c3ccccc3)c(C(=O)O)c2c1)C(=O)O (centres undefined) | 1% | -7% | -1% | -1% | -5% | 3 | -8% | -7% | 0% | 2% | 0%
Cc1nc2nc(-c3ccco3)[nH]n2c(=O)c1C | -2% | -4% | 0% | -5% | 4% | -5 | -14% | 11% | 3% | -1% | 11%
O=C(NC1CCC(C(=O)O)CC1)OCc1ccccc1 (centres undefined) | 5%&-7% | -7%&2% | -1%&4% | -1%&1% | 6%&0% | -1&-2 | -20%&-2% | u | 7%&15%&-1% | 0%&0% | 11%&-2%
CCN(CC)S(=O)(=O)c1ccc(N2CCOCC2)c(NS(=O)(=O)c2ccc(OC)cc2)c1 | 1% | -1% | -6% | 2% | 3% | -2 | -1% | -2% | 5% | 3% | 6%
Cc1ccc(OCc2ccc([N+](=O)[O-])cc2)c([N+](=O)[O-])n1 | -3% | 20% | 20% | 21% | -2% | 2 | -2% | 10% | 5µM* | 0% | -8%
CN1CCCN(C(=O)CC2(CC(=O)O)CCCC2)CC1 | 0% | 1% | -3% | -3% | 15% | 0 | -3% | -11% | 11% | -1% | -17%
OCC1(Cc2cccc(C(F)(F)F)c2)CCN(Cc2cc3ccccc3o2)CC1 | -4% | -9% | -9% | -7% | -17% | 16 | 4% | -19% | -96%[inhibitor] | 2% | -17%
CCOC(=O)c1c(NC(=O)c2nn(CC)cc2Br)sc2c1CCCCC2 | 7% | 0% | -2% | 1% | -13% | 4 | -10% | -17% | -33% | -3% | u
NC(=O)[C@@H]1CCCN1Cc1nc(-c2cccs2)no1 | 4% | -2% | 1% | 3% | -13% | -2 | -3% | -14% | 20% | -5% | 10%
CC[C@]12c3[nH]c4cc(-c5ccco5)ccc4c3CCN1C(=O)[C@@H](CC(=O)NCc1cccc(C(F)(F)F)c1)C[C@@H]2C(=O)N1CCN(C(=O)c2ccco2)CC1 | -3% | x | x | -10% | x | x | x | x | -64% | 2% | u
CCOc1cc(C(=S)N2CCCC2)ccc1OCC(=O)Nc1c(C)cc(C)cc1C | 3% | -1% | -1% | -10% | 19% | 1 | 0% | 37% | -27% | 1% | 21µM*
COc1cc(SC)ccc1C(=O)Nc1cc(C)c(OCC(=O)N2CCOCC2)c(C)c1 | -15% | 25% | 27% | -5% | -2% | 0 | 6µM* | 13% | 46% | 0% | 15µM*
CCCn1ncc(C(=O)NC2CCCN(Cc3ccc(Cl)cc3)C2)c1C (centres undefined) | -4% | -8% | 1% | -4% | -7% | 1 | 1% | 0% | -17% | 0% | -8%
Cc1cccc(Oc2cc(N)cc([N+](=O)[O-])c2)c1 | 0% | 0% | 0% | -1% | -4% | 6 | -1% | 2% | -15% | 3% | u
Cc1ccc2nc(SCC(=O)N3CCOCC3)[nH]c2c1 | u | 1.6µM* | 2.5µM* | 9.2µM* | u | 12 | 6.7µM* | -44% | u | 2% | u
CCOc1ccc(Cl)cc1S(=O)(=O)N1CCC(C(=O)NCC2CCCO2)CC1 (centres undefined) | -2% | 0% | 0% | 1% | 3% | 9 | 1% | 1% | -5% | 1% | 4%
COc1cc(C(=O)Nc2cc(Cl)ccc2-n2cncn2)ccc1OC(F)F | -1% | -4% | 18% | -3% | x | -5 | 4% | x | -47% | 1% | u
Cc1ccc(NC(=O)C(=O)NCCN2CCN(S(C)(=O)=O)CC2)cc1C | -2% | -6% | 1% | 2% | -4% | -2 | 0% | 27% | -6% | -1% | 14%
N#C/C(=C\c1cccc(NC(=O)c2ccccc2Cl)c1)C(=O)NCCc1ccccc1 | -40%[inhibitor] | u | 14% | -5% | u | 4 | -25% | u | -29% | -7% | 15µM*
CC(C)(NO)/C(=N/O)c1ccc(Br)cc1 | -2% | 8% | 0% | 2% | 10% | 1 | -1% | 37% | -3% | -9% | 0%
CCCc1cc(=O)n2[nH]c(NCc3cccs3)nc2n1 | 11% | 3% | -2% | -2% | u | 0 | -1%[2.3 µM] | -1% | 0% | -1% | 0%
Cc1cccc(NC(=O)c2sc3nc(N4CCOCC4)c4c(c3c2N)CCCC4)c1 | -5% | 8% | -7% | 4% | -11% | -2 | -18% | -22% | 1% | 3% | u
O=C1Nc2ccccc2C1(O)Cc1ccncc1 (centres undefined) | -4% | -8% | -3% | 1% | 4% | 9 | 1% | 18% | -18% | 5% | -3%
COC(=O)c1ccc(CNCC(=O)Nc2ccc(C(=O)OC)cc2)cc1 | 3% | -3% | -6% | -3% | -10% | 12 | -1% | 5% | 4% | 0% | 16%
COCCOc1ccc(C(F)(F)F)cc1NC(=O)Cc1ccc(S(=O)(=O)N2CCOCC2)s1 | -11% | -3% | -4% | -7% | x | u | 4% | x | -48% | -4% | -20%
Cc1ccc(S(=O)(=O)CCC(=O)Nc2nnc(-c3cccs3)o2)cc1 | -11% | -3% | -1% | -4% | x | -4 | -1% | x | -27% | -5% | 15%
O=C(c1ccco1)N1CCN(Cc2ccc(F)cc2Cl)CC1 | x | u | u | u | -11% | 1 | u | 3%[1.91 µM] | u | -6% | u
Cc1ccc(NC(=O)Nc2cccnc2)cc1Cl | 12% | 28% | u | u | -6% | u | 4.8µM* | 1% | 13µM* | -7% | u
O=C(CSc1n[nH]c(-c2ccncc2)n1)Nc1ccccc1 | 10% | -2% | -2% | -7% | -4% | 0 | -7% | -34% | -14% | -1% | -3%

Shown as a hit in NPC1 promoter act, among the entries above:
SMILES	p53 reactivator	Rab9 promoter act	NPC1 promoter act	TRPV1 ag	RORg inh	Tb PFK inh
Cc1ccc2nc(SCC(=O)N3CCOCC3)[nH]c2c1	u	1.6µM*	2.5µM*	12	-44%	2%

Carrying on:
SMILES | p53 reactivator | Rab9 promoter act | NPC1 promoter act | ELG1 genotox | VP16 counter | TRPV1 ag | FLuc counter | RORg inh | BRCA1 expr up | Tb PFK inh | ELG1 repair inh
Cc1nn(-c2cccc([N+](=O)[O-])c2)c(N)c1-c1ccccc1 | -1% | 2.5µM* | u | 17% | 19% | 7 | 15µM* | 23% | u | -3% | u
CCN(CCn1cccn1)Cc1ccccc1OCC(O)CN1CCc2ccccc2C1 (centres undefined) | -3% | -2% | 1% | -10% | 1% | -6 | 1% | 0% | -24% | -2% | -4%
CC1(C)N([O-])c2cc([N+](=O)[O-])ccc2[N+]1=O | -12% | -24% | 0% | -1% | u | 1 | 11µM* | 20µM* | -3% | -21% | -18%
COc1ccc(/C=N/NC(=S)NCc2ccccc2)cc1OC | -1% | 2% | -3% | 6% | u | 0 | -18% | 10µM* | -31% | 0% | 0%
CCC(c1nnc(SCC(=O)Nc2cccc(S(N)(=O)=O)c2)n1-c1ccc(OC)cc1)N(C)C (centres undefined) | 0% | 2% | 0% | 2% | 0% | 1 | 6% | 14% | 1% | -1% | -2%
Cc1ccc2nc(SCc3nnc(-c4cccs4)o3)[nH]c2c1 | -6% | -5% | -3% | -4% | 6% | 5 | -5% | 41% | -37% | -2% | -4%
CCCc1sc(N)nc1-c1ccc(C)cc1 | -21% | -6% | -7% | 2% | -3% | 5 | -5% | u | -16% | -15% | -10%
Cc1c(C(=O)N2CCCCC2)c(S(=O)(=O)NCc2ccc(N(C)C)cc2)c(C)n1C | -1% | 1% | -2% | 0%[9.26 µM] | -8% | 1 | 2%&1% | -1% | 4% | 0% | 10%
O=C(NC1CCCCC1)c1cccc(S(=O)(=O)N2CCCCC2)c1 | 34% | 2% | -3% | x | 5% | -2 | -1% | u | -14% | 0% | u
CCN(CC)S(=O)(=O)c1ccc2c(c1)nc(SC(C)C(N)=O)n2-c1ccc(OC)cc1 (centres undefined) | 7% | 1% | -6% | -1% | -8% | 15 | -1% | 0% | -43% | 0% | u
CCOC(=O)c1c(NC(=O)Cn2nnc3ccccc32)sc2c1CCC(C)C2 (centres undefined) | 3% | -9% | 2% | -11% | -4% | -2 | 5% | u | -70% | 1% | u
Cc1cccc(CC(=O)N2CCN=C2SCc2ccc([N+](=O)[O-])cc2)c1 | -6% | 0% | 1% | -4% | 0% | 17 | 4% | u | -14% | 0% | u
CC(=O)N1CCOCCOCCN(C(C)=O)CCOCCOCC1 | -3% | -2% | -4% | 1% | -10% | 0 | 1% | 7% | 1% | 4% | 7%
C=CCn1c(SCC(=O)N(CCO)CCO)nc2sc3c(c2c1=O)CCC3 | 20% | 0% | -1% | 0% | -6% | 1 | 0% | u | -6% | 1% | 2%

From PubChem BioAssay
